TEAD-YAP inh = TEAD-YAP interaction inhibition; HEK-TIYL cells, TEAD-Gal4/YAP UAS-luciferase luminescence; inhibition, % at 9.12 µM; actives 1.4% (n = 640,000); in the data active means inhibition above about 32%;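 further: 0% = median of test compound wells and 100% = reference inhibitor wells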
FBW7 activator = activators of human E3 ligase FBW7; Q969H0; normalized activity (activation), % at 26.1 µM; actives 0.13% (n = 650,000); AlphaScreen FBW7–phospho-cyclin E peptide binding, activator screen; in the data active means normalized activity above about 1.9%;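 further: purified mutant Fbw7 with reduced substrate affinity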
Target sequence (Q969H0 whole entry, looked up): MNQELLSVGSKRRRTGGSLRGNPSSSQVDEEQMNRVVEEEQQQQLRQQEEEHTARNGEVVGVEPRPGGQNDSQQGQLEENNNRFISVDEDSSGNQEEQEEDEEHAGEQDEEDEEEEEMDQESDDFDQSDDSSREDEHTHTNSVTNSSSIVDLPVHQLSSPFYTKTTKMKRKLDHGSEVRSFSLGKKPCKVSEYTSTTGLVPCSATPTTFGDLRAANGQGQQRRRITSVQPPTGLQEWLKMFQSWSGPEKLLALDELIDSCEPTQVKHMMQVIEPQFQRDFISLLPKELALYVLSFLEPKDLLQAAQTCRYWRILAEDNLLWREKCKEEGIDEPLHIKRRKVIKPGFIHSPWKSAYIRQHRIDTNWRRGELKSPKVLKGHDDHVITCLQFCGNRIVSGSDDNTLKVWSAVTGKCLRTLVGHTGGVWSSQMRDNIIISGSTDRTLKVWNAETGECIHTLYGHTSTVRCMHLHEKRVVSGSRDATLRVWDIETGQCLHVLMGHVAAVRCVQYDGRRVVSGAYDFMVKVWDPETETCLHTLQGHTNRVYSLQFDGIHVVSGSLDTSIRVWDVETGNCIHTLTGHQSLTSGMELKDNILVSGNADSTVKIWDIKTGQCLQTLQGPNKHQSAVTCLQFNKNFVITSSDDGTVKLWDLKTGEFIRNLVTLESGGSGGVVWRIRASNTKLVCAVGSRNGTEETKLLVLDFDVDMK
GPR151 ag = activates the human receptor GPR151 | Q8TDV0 | PathHunter beta-arrestin GPR151 cells, luminescence | activation, % at 11.2 µM | actives 1% (n = 650,000) | AID 1508602; in the data active means activation above about 4.9%;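 further: 0% = median of compound wells and 100% = cells with positive control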
MITF inh = human MITF inhibition, primary screen; AlphaScreen MITF homodimerization, bead proximity signal; inhibition, % at 2.6 µM; actives 0.91% (n = 650,000); in the data active means inhibition above about 50%;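 further: 0% = vehicle wells with protein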
Starred values were filed as active, the others as inactive; & = joins results of further samples.

compound,TEAD-YAP inh,FBW7 activator,GPR151 ag,MITF inh
Cc1ncn(-c2ccc(Nc3nccc(Nc4cccc(N5CCOCC5)c4)n3)cc2)n1,63*,-0.5,4.9,0
CCOc1ccc(C(Nc2ccccc2)P(=O)(O)OC(C)C(C)O)cc1 (stereo not drawn),-8,-0.1,-0.5,3
CCCOc1ccc(CNCCCO)cc1OCC,-1,-0.1,-0.4,12
Cc1ccc(OCC(=O)NNC(=O)COc2ccc(Br)cc2C)c(C)c1,-9,0.3,-0.3,13
C[n+]1c2n(c3ccccc31)CC(O)CS2 (stereo not drawn),12,0.8,-0.6,12
Cc1cc2nnc(SCC(=O)NCc3cccs3)n2c(N)n1,-4,0.0,-0.4,3
COc1ccc(C2CC(=O)C3=C(C2)NC(C)=C(C#N)C3c2cccc(OC)c2OC)cc1 (stereo not drawn),14,-0.1,-0.4,-8
Cc1cc(NC(=O)C2CCCC2)n(-c2nc3c(cnn3-c3ccccc3)c(=O)[nH]2)n1,30,-0.1,0.0,-8
CC(Sc1nc2nn(-c3ccccc3)c(=O)c-2c2n1CCCCC2)C(N)=O (stereo not drawn),-2,-0.1,1.4,7
COc1cc(/C=N\NC(=O)CN(C)C(=O)c2ccccc2)ccc1O,9,0.2,-0.9,3

Brought forward from above: 3 compounds; new compounds follow.
compound,TEAD-YAP inh,FBW7 activator,GPR151 ag,MITF inh
Cc1cc(NC(=O)C2CCCC2)n(-c2nc3c(cnn3-c3ccccc3)c(=O)[nH]2)n1,30,-0.1,0.0,-8
CC(Sc1nc2nn(-c3ccccc3)c(=O)c-2c2n1CCCCC2)C(N)=O (stereo not drawn),-2,-0.1,1.4,7
COc1cc(/C=N\NC(=O)CN(C)C(=O)c2ccccc2)ccc1O,9,0.2,-0.9,3
COc1cccc(N2CCN(C(=O)Nc3ccc(F)cc3)CC2)c1,-5,-0.4,2.0,-9
Cc1ccc(NC(=O)CCCC(=O)OCC(F)(F)C(F)F)cc1,7,0.0,-0.8,7
O=C(Nc1ccccc1O)c1ccc2c(c1)C(=O)N(c1ccccc1)C2=O,-3,-0.3,-1.8,4
O=c1c2c(-c3ccc(-c4ccccc4)cc3)csc2ncn1-c1ccccc1,-12,0.0,0.8,-8
COc1ccc(C)cc1NC(=O)CSc1nc2cc3c(cc2cc1C#N)OCO3,3,0.1,0.5,3
O=C(NCC1COc2ccccc2O1)c1cnc(N2CCN(c3ncccn3)CC2)c2ccccc12 (stereo not drawn),23,-0.1,0.6,-12
CNC(=O)c1cc(F)ccc1Nc1cc(Nc2ccc(N3CCCC3=O)cc2)ncc1C(F)(F)F,32,-0.2,0.5,-7
O=c1[nH]c2ccc(S(=O)(=O)Nc3ccccc3)cc2s1,-12,-0.1,-1.0,0
COc1cccc(CN2CCC(N3CCCC(c4nc5ccccc5[nH]4)C3)CCC2=O)c1 (stereo not drawn),6,-0.1,0.5,-3
COc1cc(CN2CCN(CC(C)(C)C)CC2CCO)cc(OC)c1 (stereo not drawn),3,0.0,-0.8,2

More results
compound,TEAD-YAP inh,FBW7 activator,GPR151 ag,MITF inh
COc1ccc(N2C(=O)C3C(C2=O)N2CCCN2C3c2ccc(Cl)cc2)cc1 (stereo not drawn),-8,0.0,1.1,4
O=C(Nc1ccc(-c2nc3ccccc3[nH]2)cc1)C1CCCN(C2CCOCC2)C1 (stereo not drawn),8,-0.2,-0.1,4
CC(C(=O)Nc1ccccc1C(F)(F)F)N(c1ccc(Cl)cc1)S(C)(=O)=O (stereo not drawn),2,-0.1,2.6,6
COc1cc(/C=N/NC(=O)c2ccccc2Cl)cc(Br)c1O,-6,0.2,0.6,15
COc1ccc(-c2noc(C3CCN(S(=O)(=O)c4ccc(C)cc4)CC3)n2)cc1,5,-0.1,0.4,-13
Cc1ccc2nc(CN3CCCCC3c3cccnc3)nc(N3CCSCC3)c2c1 (stereo not drawn),-3,-0.1,0.5,-10
COc1cccc(-n2c(SCC#N)nnc2-c2cnccn2)c1,13,0.1,1.5,2
Cc1ccc(NC(=O)CCN2CCN(CC#N)CC2)cc1Br,-1,-0.2,0.3,4
O=c1ccc2ccccc2o1,-6&-9,0.0&0.1,-0.8&2.2,4&13
Cn1c(=N)n(CCO)c2ccccc21,1,0.2,-1.2,10

One compound at a time (already shown). Order of screens: TEAD-YAP inh | FBW7 activator | GPR151 ag | MITF inh
Listed for Cc1ccc(NC(=O)CCN2CCN(CC#N)CC2)cc1Br = -1 | -0.2 | 0.3 | 4
Listed for COc1cc(/C=N/NC(=O)c2ccccc2Cl)cc(Br)c1O = -6 | 0.2 | 0.6 | 15
Listed for COc1ccc(-c2noc(C3CCN(S(=O)(=O)c4ccc(C)cc4)CC3)n2)cc1 = 5 | -0.1 | 0.4 | -13

More entries
compound,TEAD-YAP inh,FBW7 activator,GPR151 ag,MITF inh
O=C(c1cccc(F)c1)N1CCN(Cc2cccc(F)c2)CC1,-6,-0.2,-1.1,57*
COc1ccccc1OCC(=O)Nc1c(F)cccc1F,-18,0.1,0.7,-10
COc1ccc(NC(=O)c2cccc(NC(=O)C(C)(C)C)c2)cc1,-35,0.1,1.1,5
CC(=O)Nc1ccc(NC(=O)/C(C#N)=C/c2ccc(-c3ccc(F)cc3)o2)cc1,-11,-0.1,0.6,2
CCc1cc2c(=O)c(-c3nc4ccccc4s3)c(C)oc2c(CN(C)C)c1O,4,-0.1,0.2,4
Cc1cccc(NC(=S)NC2CC(C)(C)NC(C)(C)C2)c1,-2,0.0,1.6,-1
CCN(CC)CCN1CCN(c2ncc(-c3cccc(NC(C)=O)c3)n3ccnc23)CC1,-2,-0.1,-0.4,-4
Nc1c(C(=O)NCc2ccc3c(c2)OCO3)nnn1-c1cccc(C(F)(F)F)c1,-2,-0.2,-2.2,-1
Cc1c(NC(=O)COc2ccccc2[N+](=O)[O-])cccc1-c1nc2ncccc2o1,2,0.7,-1.6,11
CCOC(=O)N1CCC(NC(=O)c2ccc(N3CC4CC(C3)c3cccc(=O)n3C4)c(NC(=O)c3ccccc3Cl)c2)CC1 (stereo not drawn),-2,1.3,-2.6,19

Next section.
compound,TEAD-YAP inh,FBW7 activator,GPR151 ag,MITF inh
N=c1cc2c(=O)[nH]c(=O)c3ccc4c(O)[nH]c(=O)c1c4c3-2,1,-0.1,-0.4,2
COCCCNC(=O)c1c(-c2ccccc2)nc2ccccn12,-10,0.2,-1.3,5
CN(C)CCCNC(=O)COc1ccc(Cl)cc1,-8,0.4,-0.9,11
COc1cc2c(cc1OC)C(COc1ccc([N+](=O)[O-])cc1)N(C(=O)c1ccc(S(=O)(=O)N3CCCC3)cc1)CC2 (stereo not drawn),5,-0.1,1.7,-2
CN1C(=O)SC(Nc2cccc(C(=O)O)c2)C1=O (stereo not drawn),11,0.8,1.4,15
CCCN1CCC(N(C(=O)c2cccc(NC(=O)c3ccc(Cl)nc3)c2)C2CC2)CC1,-5,-0.1,-0.4,2
COc1ccc(S(=O)(=O)N(CC(=O)NCc2ccccc2C)c2ccc(C)cc2)cc1,-11,0.2,0.3,2
Cc1ccccc1C(=O)[C@@H]1[C@@H](c2ccccc2)C(C#N)(C#N)[C@H]2C=Cc3cc(Cl)ccc3N12,4,-0.3,-0.5,10
Cc1ccnc(SCC(=O)NC(C)C2CC3CCC2C3)n1 (stereo not drawn),-2,0.0,1.3,3
COc1ccc(NC(=S)N(CCN2CCCCCC2)Cc2cccs2)cc1Cl,-2,-0.1,-0.2,8

(more compounds)
compound,TEAD-YAP inh,FBW7 activator,GPR151 ag,MITF inh
CCCC(=O)Nc1c(CC)c(CCC)nc2ccccc12,3,-0.2,1.2,5
O=S(=O)(Cc1ccccc1F)NCC(c1ccsc1)N1CCc2ccccc2C1 (stereo not drawn),4,0.1,0.5,6
O=C(NCc1cccnc1)c1cc([N+](=O)[O-])ccc1Cl,3,0.1,-0.4,6
O=C1C2CCCCC2C(=O)N1c1n[nH]c(CCc2ccccc2)n1 (stereo not drawn),-2,0.2,1.4,18
N#Cc1c(-c2ccc(F)cc2)cc(-c2cccs2)nc1SC/C=C/c1ccccc1,6,0.0,-0.5,1
CCOC(=O)COc1ccc2c(=O)c(Oc3ccc([N+](=O)[O-])cc3)c(C)oc2c1C,8,0.1,-0.5,20
COc1ccc(CNS(=O)(=O)c2cc(Cl)ccc2Cl)cc1,4,-0.1,0.9,0
CC1C(=O)NCCN1C(=O)c1cc(Cl)ccc1Cl (stereo not drawn),-4,-0.1,2.4,-7
CC1CCN(Cc2nnnn2CC(=O)NCC2OCCc3ccccc32)CC1 (stereo not drawn),7,0.1,-1.3,8
CC(C)(C)C(=O)/C(C#N)=C/N1CCCCC1,4,0.0,-1.2,-19

Following part:
compound,TEAD-YAP inh,FBW7 activator,GPR151 ag,MITF inh
CCOC(CNC(=O)c1c[nH]c2ccc(S(=O)(=O)N(C)c3ccc(CC)cc3)cc2c1=O)OCC,0,0.0,0.6,-6
COc1ccc(C(=O)/C=C/C=C(Cl)Cl)cc1,0,1.1,0.3,3
CCCCNC(=O)C1CC(=O)N(C2CCCCC2)C1 (stereo not drawn),-6,-0.1,-1.4,-5
O=C(NCCc1ccncc1)c1csc(-n2cccc2)n1,-1,-0.3,0.2,52*
NS(=O)(=O)c1ccc(NC(=O)NC2CC(=O)N(c3ccc4c(c3)OCCO4)C2)cc1 (stereo not drawn),-2,-0.2,-1.4,-2
O=C1/C(=C/c2ccco2)CCc2ccccc21,-54,0.3,-2.5,22
CCn1cc(CN2CCCC(CNS(=O)(=O)c3cccc4cccnc34)C2)cn1 (stereo not drawn),-5,0.0,2.1,16
CC1=C(C(=O)OCC2CCCO2)C(c2ccc3c(c2)OCO3)C2=C(CC(C)(C)CC2=O)N1 (stereo not drawn),-6,0.1,-0.8,3
O=c1nc(/C=C/c2ccc(Cl)cc2)cc(C(F)(F)F)[nH]1,12,0.0,-0.2,-3
Cc1c(NS(=O)(=O)c2ccc3[nH]c(=O)ccc3c2)c(=O)n(-c2ccccc2)n1C,1,0.0,0.4,7

Further records.
compound,TEAD-YAP inh,FBW7 activator,GPR151 ag,MITF inh
COC(=O)c1ccccc1NC(=O)c1cc(-c2ccc(O)cc2)on1,0,-0.2,-0.1,-4
CCOC(=O)CSc1ccc(S(=O)(=O)N2CCCCC2)cc1[N+](=O)[O-],7,-0.1,0.0,-1
CCN(CC)CCN=C1CCCc2ccccc2N1,4,0.0,2.9,-18
COCCn1c(-c2ccc(OC)cc2)cnc1SCC(=O)O,4,0.0,0.1,15
CC(=O)Nc1cccc(-c2csc(Nc3cccc(C)c3)n2)c1,-44,0.2,-2.2,17
Cc1noc(C)c1C(=O)N[C@H](Cn1nnc2ccccc21)C(C)C,-2,0.1,-0.3,2
CC(Oc1cc(C(F)(F)F)cc(C(F)(F)F)c1)C(=O)NC(N)=O (stereo not drawn),-5,-0.1,0.2,-7
Cc1ccc2nc(SCc3ccccc3)c(/C=N/O)c(=O)n2c1,4,-0.1,2.0,-2
Cc1[nH]c2ccccc2c(=O)c1CN1CCN(C)CC1,-5,-0.1,-0.7,12
CCOc1ccc(-n2nc(C(=O)Nc3cccc(OC)c3)c3ccccc3c2=O)cc1,12,0.2,-0.4,-1

Next structures follow.
compound,TEAD-YAP inh,FBW7 activator,GPR151 ag,MITF inh
COc1ccc(Cl)cc1NC(=O)CN(C)C(=O)CNC(=O)C12CC3CC(CC(C3)C1)C2,-8,-0.1,0.2,-3
Cc1c(Cc2ccccc2)sc(NC(=O)c2ccccc2Br)c1C(N)=O,0,0.0,0.4,-6
COc1ccc(C2CC(=O)C3=C(C2)NC(C)=C(C(=O)OC2CCCC2)C3c2cccc(OC)c2OC)cc1OC (stereo not drawn),13,0.3,0.3,-11
CCC1(CCC(=O)NCc2ccc(OC)cc2)CCC(=O)N1 (stereo not drawn),1,-0.1,0.7,-8
O=C(NCC1CCCO1)c1ccccc1C(=O)N(c1ccccc1)c1ccccc1 (stereo not drawn),-4,0.4,1.1,3
Cc1cc(C)cc(N(C(=O)c2ccc(S(=O)(=O)N(C)C)cc2)C2C=CS(=O)(=O)C2)c1 (stereo not drawn),-12,-0.2,1.0,-3
CCC(=O)N1CCN(c2cc(N3CCCC3)c(F)cc2[N+](=O)[O-])CC1,21,0.1,-0.3,3
CCSc1nnc(NC(=O)/C=C/c2ccc(C)o2)s1,-27,0.0,2.2,6
COc1ccc(C(C)C)cc1S(=O)(=O)Nc1ccncc1,-3,-0.3,1.5,6
Cc1ccc(-c2csc(NS(=O)(=O)c3ccc(Br)c(C(=O)O)c3)n2)o1,-3,-0.2,-0.7,-1

Further results:
compound,TEAD-YAP inh,FBW7 activator,GPR151 ag,MITF inh
Cc1nc2ccccc2c(=O)n1NC(=O)/C=C/c1cccc([N+](=O)[O-])c1,-1,-0.3,-0.2,-6
CCOC(=O)C1=C(C)N=c2s/c(=C/c3ccc(-c4ccccc4C(=O)OC)o3)c(=O)n2C1c1cc(OC)ccc1OC (stereo not drawn),9,0.1,0.0,2
Cc1ccc(OCC(=O)Nc2ccc(O)c(C(=O)O)c2)cc1C,7,0.1,0.3,-10
O=C(COC(=O)c1cc([N+](=O)[O-])ccc1NCCO)Nc1ccc2c(c1)OCO2,16,0.0,1.3,-4
C=CCSc1nnc2c(n1)OC(c1ccsc1)Nc1ccccc1-2 (stereo not drawn),-35,-0.2,0.1,-2
O=C(Oc1ccc([N+](=O)[O-])cc1)c1cc2ccccc2oc1=O,-5,-0.1,1.7,4
COc1cc(NC(=O)CC2CCCCC2)cc(OC)c1,-11,-0.1,-0.7,-8

Bioassay records: PubChem BioAssay, The Scripps Research Institute Molecular Screening Center
